Screening data deposited in PubChem by Sanford-Burnham Center for Chemical Genomics.
tim23-1 inh: growth inhibitors of tim23-1 mutant yeast; S. cerevisiae tim23-1 growth, BacTiter-Glo luminescence, 24 h; inhibition, % at 20 µM; 330,000 tested, 1.3% active;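 active means growth inhibition of the mutant yeast at or above 50%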;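 further: temperature-sensitive mutant grown at 25 °C; plate controls were DMSO-treated mutant yeast for no effect and medium wells lacking yeast for full effect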
NR3A LBD binder: modulates the human NR3A ligand-binding domain; 340,000 tested, 2.5% active; AID 1259313; Tm shift relative to glycine control, % at 25 µM; NR3A LBD differential scanning fluorimetry, Tm shift; 0% = protein alone, 100% = glycine-bound protein;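 active means melting temperature shift of at least 10% of the positive control shift, at one fixed dose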
tim10-1 inh: inhibits growth of tim10-1 mutant yeast | S. cerevisiae tim10-1 ts strain growth, BacTiter-Glo, 24 h | inhibition, % at 20 µM | 330,000 tested, 2.2% active | AID 463190;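 active means inhibition of at least 40%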;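 further: mutant grown at 25 °C; 0% = DMSO wells with yeast and 100% = wells holding no yeast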
UPR CHOP act: apoptotic UPR (CHOP) activation. CHO-CHOP luciferase reporter, luminescence; percent of tunicamycin response over DMSO baseline. activation, % at 10 µM. 330,000 tested, 0.34% active. AID 449763;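 active means at 10 µM dose, activation of 40% or more, normalized to positive control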;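 further: 100% = tunicamycin at 10 µg/mL and 0% = DMSO alone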
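Evaluation: % reporter activation, DMSO baseline versus tunicamycin full activation; System: CHO-CHOP luciferase reporter cell line; Input: 500 cells/well; Incubation: 6 h compound treatment, 37 °C; Measured by: Steady-Glo luciferase luminescence; Dosing: one dose, 10 µM in 0.5% DMSO; Buffer or medium: F12 medium, 10% FBS; Benchmarks: positive tunicamycin 10 µg/mL, negative DMSO alone.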
Mdm2-MdmX inh: human Mdm2/MdmX binding inhibition. inhibition, % at 8 µM. 330,000 tested, 3% active. O15151+Q00987. SaOS-2 split-luciferase Mdm2/MdmX complementation, luminescence;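 active means inhibition of at least 50% at 8 µM in the primary screen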
Target sequence (O15151 whole entry, looked up): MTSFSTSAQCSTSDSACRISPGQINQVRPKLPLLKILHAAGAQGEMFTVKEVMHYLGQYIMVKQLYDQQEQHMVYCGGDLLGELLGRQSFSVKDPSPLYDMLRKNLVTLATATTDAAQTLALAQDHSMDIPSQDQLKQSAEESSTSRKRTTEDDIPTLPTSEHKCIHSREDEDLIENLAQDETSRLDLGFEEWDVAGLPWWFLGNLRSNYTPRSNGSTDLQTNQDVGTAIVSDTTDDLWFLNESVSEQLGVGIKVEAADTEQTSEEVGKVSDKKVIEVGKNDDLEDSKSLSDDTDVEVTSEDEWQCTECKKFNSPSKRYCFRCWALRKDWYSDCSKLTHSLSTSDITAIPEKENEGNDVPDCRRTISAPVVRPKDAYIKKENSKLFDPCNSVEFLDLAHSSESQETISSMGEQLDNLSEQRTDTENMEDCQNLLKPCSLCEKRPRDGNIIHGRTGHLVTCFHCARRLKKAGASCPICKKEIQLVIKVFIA
Target sequence (Q00987 whole entry, looked up): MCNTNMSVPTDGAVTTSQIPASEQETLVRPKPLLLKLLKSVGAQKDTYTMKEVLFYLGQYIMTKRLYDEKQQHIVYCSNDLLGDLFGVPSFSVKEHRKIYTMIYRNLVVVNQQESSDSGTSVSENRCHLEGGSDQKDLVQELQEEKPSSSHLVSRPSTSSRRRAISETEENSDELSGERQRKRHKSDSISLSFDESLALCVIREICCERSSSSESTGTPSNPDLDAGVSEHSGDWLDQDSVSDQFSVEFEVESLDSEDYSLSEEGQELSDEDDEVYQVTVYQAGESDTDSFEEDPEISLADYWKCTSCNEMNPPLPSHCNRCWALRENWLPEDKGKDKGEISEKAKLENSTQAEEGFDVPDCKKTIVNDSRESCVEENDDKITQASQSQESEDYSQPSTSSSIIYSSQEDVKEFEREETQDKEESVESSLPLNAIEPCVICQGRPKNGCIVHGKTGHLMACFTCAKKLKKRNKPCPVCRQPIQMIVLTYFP
APJ ag: APJ receptor agonism; P35414; CHO-K1 APJ PathHunter beta-arrestin, luminescence; 0% DMSO wells, 100% apelin; activation, % at 20 µM; 330,000 tested, 0.11% active;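 active means activation more than six SD over the plate average, tested at 20 µM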;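 further: 0% = DMSO alone and 100% = apelin-13 at 10 nM; some results filed as inactive read as strong as hits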
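Test system – PathHunter CHO-K1 APJ (AGTRL-1) beta-arrestin reporter cells · Input – 1000 cells/well · Compound – single test compound dose, 20 µM final, 1% DMSO · Times – compound stimulation 90 min at 25 °C, detection 60 min · Technique – beta-gal luminescence · Read-out basis – APJ–arrestin association signal · Control set – negative DMSO alone, positive Apelin-13 at 10 nM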
NALP3 yeast inh: blocks the NALP3 inflammasome reconstituted in yeast; Yeast reconstituted NLRP3/ASC/caspase-1, beta-gal luminescence, 24 h; AID 2825; 330,000 tested, 0.39% active; inhibition, % at 10 µM;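 active means inhibition of 50% or more; inactive means inhibition below 50%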;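 further: plate controls were induced DMSO wells for no effect and uninduced yeast grown without galactose for full effect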
TIM10 inh: growth inhibitors of TIM10 yeast strain. S. cerevisiae TIM10 strain growth, BacTiter-Glo luminescence, 24 h. inhibition, % at 10 µM. 330,000 tested, 1.4% active. AID 463195;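 active means inhibition of 40% or more at the single tested concentration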;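 further: wild-type TIM10 isogenic control strain grown at permissive 25 °C; 0% = DMSO yeast wells and 100% = minimal medium wells without yeast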
UPR XBP1 act: adaptive UPR (XBP1) activation. CHO-XBP1 luciferase reporter, IRE1-XBP1 UPR activation, luminescence; percent of tunicamycin response, DMSO as zero. AID 463104. 330,000 tested, 0.33% active. activation, % at 20 µM;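 active means versus positive control, 20 µM dose yields 30% or more activation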;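 further: 100% = tunicamycin at 10 µg/mL and 0% = DMSO only wells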
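incubation = overnight seeding at 37 °C, 6 h compound treatment at 37 °C | assay system = CHO-XBP1 cells stably carrying IRE1-XBP1-driven luciferase reporter | input = 1000 cells per well | detection = luciferase luminescence | dosing = single point, 20 µM final compound, 1% DMSO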
Numbers without * were called inactive.

| entry | Compound | TIM10 inh | tim10-1 inh | UPR CHOP act | tim23-1 inh | Mdm2-MdmX inh | APJ ag | NR3A LBD binder | UPR XBP1 act | NALP3 yeast inh |
| --- | --- | --- | --- | --- | --- | --- | --- | --- | --- | --- |
| 1 | COC(=O)CCC(=O)OC1(C)C(=O)C=C2C=C(C3CC3)N(c3ccccc3)C=C2C1=O (stereo not given) | -3 | -3 | 0.7 | 11 | -9 | 19 | -2 | -2 | 24 |
| 2 | CC1CN(CCC(=O)Nc2ccc3c(c2)OCO3)CC(C)O1 (stereo not given) | 9 | 2 | -0.9 | 9 | 6 | 2 | 2 | -3 | 5 |
| 3 | COc1ccc(CC(CC(=O)O)C(=O)Nc2ccc(OC)cc2)cc1 (stereo not given) | 4 | 13 | -1.3 | 20 | 8 | 1 | 1 | 0 | 5 |
| 4 | CCCCCCCCCCn1ccc(=N)cc1 | 30 | 29 | 18 | 44 | 85* | -1 | -4 | 35* | 34 |
| 5 | Cc1ccc[n+](CC(=O)Nc2ccc(N(C)C)cc2)c1 | 1 | -7 | -0.4 | -13 | 19 | -4 | -4 | 0 | 2 |
| 6 | CCCCCCSc1cc(-c2nc3ccc(C)cn3c2NCc2ccccc2)ccc1OC | 18 | 12 | 4.4 | 12 | 23 | -6 | -31 | 0 | 15 |
| 7 | Cc1cc(C(=O)COC(=O)c2ccc(NC(=O)CC#N)cc2)c(C)n1C1CC1 | -1 | 1 | 3.9 | 8 | -64 | -3 | -4 | -3 | 6 |
| 8 | CCC(C)(C)NC(=O)c1ccc2c(c1)N(CC(=O)N1CCCC1)C(=O)C(C)(C)O2 | 2 | -3 | 0.5 | -18 | 25 | -2 | 2 | -5 | 13 |
| 9 | COc1cc2c(cc1OC)CN(C(=O)CCN1C(=O)C3CCCCC3C1=O)CC2 (stereo not given) | 8 | 2 | -0.2 | 18 | 11 | 2 | -3 | 2 | 17 |
| 10 | CCc1nnc(NC(=O)CCN2C(=O)c3ccccc3C2=O)s1 | 15 | 2 | -1.9 | 7 | 4 | -1 | -2 | 0 | -4 |
| 11 | O=C(CCCCCCCC(=O)NCC1CCCO1)NCC1CCCO1 (stereo not given) | 6 | 12 | -2.4 | 2 | -5 | -4 | 1 | 3 | -9 |
| 12 | CC1(C)Cc2c(c(N3CCOCC3)nc3sc4c(NCc5ccccc5)nnnc4c23)CS1 | 22 | 29 | 7.5 | 8 | 94* | -1 | 2 | 137* | 27 |
| 13 | O=C1c2ccccc2C(=O)N1S(=O)(=O)c1ccccc1 | 6 | -7 | 0.6 | -18 | 4 | -4 | 1 | -8 | 3 |
| 14 | COc1ccccc1OCc1ccc(C(=O)Nc2ccccc2F)cc1 | -12 | -10 | 2.8 | -22 | -8 | -2 | 1 | -2 | 22 |
| 15 | Cc1c(Nc2ccc(C=O)cc2)c(=O)n(-c2ccccc2)n1C | 9 | 11 | 2.1 | 8 | 14 | -3 | -1 | -1 | 3 |

More results.
| entry | Compound | TIM10 inh | tim10-1 inh | UPR CHOP act | tim23-1 inh | Mdm2-MdmX inh | APJ ag | NR3A LBD binder | UPR XBP1 act | NALP3 yeast inh |
| --- | --- | --- | --- | --- | --- | --- | --- | --- | --- | --- |
| 16 | O=C(c1ccc([N+](=O)[O-])cc1[N+](=O)[O-])N1CCc2ccccc21 | 17 | 10 | 0.9 | 31 | 12 | 1 | 0 | -8 | 16 |
| 17 | CCOc1ccc(C(NC(=O)c2ccco2)c2ccc(OC)c(OC)c2)cc1 (stereo not given) | -33 | -13 | 0.6 | -3 | 17 | -1 | -1 | 0 | 2 |
| 18 | Cc1ccc(S(=O)(=O)N(C)c2ccc3c(ncn3C)c2[N+](=O)[O-])cc1 | 10 | 15 | -1.4 | 13 | -3 | 0 | -3 | -2 | 8 |
| 19 | CCN(CC)C(=O)C1CCCN(c2ccc([N+](=O)[O-])cc2/C=N/NC(=O)c2ccccc2)C1 (stereo not given) | 0 | -1 | 0.6 | 7 | 8 | -6 | 7 | -3 | -4 |
| 20 | CCOC(=O)c1c(O)c(Cl)c(C)[nH]c1=O | 11 | -3 | -1.6 | 6 | -30 | -4 | -1 | -4 | 9 |
| 21 | CN(C)CCCn1c(-c2ccccc2)nc(=S)c2c1CCCC2 | -1 | 13 | -1.0 | 8 | -1 | -4 | -1 | 0 | -2 |
| 22 | COc1ccc2nc(SCC(=O)NCc3ccc(OC)c(OC)c3)[nH]c2c1 | 6 | -14 | 1.8 | 2 | 21 | -4 | -3 | 0 | 13 |
| 23 | CC(=O)Nc1ccc(-c2csc(-c3cccnc3)n2)cc1 | 11 | -3 | 3.0 | 17 | -72 | -3 | -13 | -5 | 26 |
| 24 | Fc1ccc(Oc2cnns2)cc1 | 9 | 4 | 0.6 | 6 | -2 | -5 | -1 | -1 | 10 |
| 25 | Cc1cc(C)nc(SCC(=O)N/N=C/c2cccnc2)n1 | -3 | -23 | 1.6 | -5 | 22 | -1 | -1 | -6 | 16 |
| 26 | Cc1ccc(S(=O)(=O)N2CCN(c3ccc(C(=O)N4CCOCC4)cc3[N+](=O)[O-])CC2)cc1 | 13 | 18 | -0.3 | 10 | -5 | -2 | -10 | 0 | 10 |
| 27 | O=C(N1CCN(Cc2ccccc2)CC1)C12CC3CC(CC(C3)C1)C2 | 7 | 21 | -2.9 | 21 | 20 | -3 | 0 | -7 | 3 |
| 28 | Cc1ccc(-n2c(SCC(=O)Nc3cccc(S(=O)(=O)NC4=NCCCCC4)c3)nc3ccccc3c2=O)cc1C | 12 | 24 | -0.4 | 12 | 21 | -5 | -2 | -1 | 12 |
| 29 | COc1cccc([C@@H]2Oc3ccc(Br)cc3C(=O)[C@H]2OC(=O)NC2CCCC2)c1 | 17 | 27 | 2.0 | 43 | 5 | 4 | -8 | 1 | 14 |
| 30 | CCn1c(-c2cccs2)nc2ccccc21 | -13 | 2 | 5.3 | -8 | -11 | 1 | 1 | 6 | 14 |

The list goes on.
| entry | Compound | TIM10 inh | tim10-1 inh | UPR CHOP act | tim23-1 inh | Mdm2-MdmX inh | APJ ag | NR3A LBD binder | UPR XBP1 act | NALP3 yeast inh |
| --- | --- | --- | --- | --- | --- | --- | --- | --- | --- | --- |
| 31 | O=C(CSc1nnc(-c2ccco2)o1)Nc1c(F)cccc1F | 6 | -7 | -2.3 | -2 | 23 | -2 | -5 | -1 | 14 |
| 32 | COCCCNC(=O)Cn1c(=O)oc2cc(S(=O)(=O)N3CC(C)CC(C)C3)ccc21 (stereo not given) | -9 | 2 | -0.1 | -5 | 14 | -1 | -1 | -8 | 12 |
| 33 | COc1ccccc1CNC(=O)[C@H](C)NC(=O)C1CCN(C(=O)[C@@H](N)CC(C)C)CC1 | -9 | 2 | 0.5 | -9 | 10 | 1 | -2 | -2 | 11 |
| 34 | C/C(N)=C(/C#N)C(=O)COC(=O)c1ccccc1C(=O)c1ccc(C)cc1 | -44 | 11 | -1.8 | 8 | 10 | -2 | 0 | 0 | 13 |
| 35 | CC(C)(O)C#Cc1ccc(CN2CCN(Cc3ccsc3)C(CCO)C2)cc1 (stereo not given) | -8 | 4 | -1.4 | 5 | -9 | -3 | -1 | -3 | 8 |
| 36 | Cc1ccc(C(=O)Oc2coc(CSc3nnc(NC(=O)C4CC4)s3)cc2=O)cc1 | 5 | 14 | 1.2 | 10 | 15 | -2 | 0 | 0 | 10 |
| 37 | Cn1c(=O)c2c(nc(SCCN3CCOCC3)n2C)n(C)c1=O | 3 | -3 | 1.4 | -9 | 9 | 0 | -1 | -7 | -2 |
| 38 | O=C(Cc1c(Cl)cccc1Cl)OCC(=O)N1CCN(C(=O)c2ccco2)CC1 | 10 | 14 | 1.2 | 0 | 1 | -5 | -5 | 1 | 4 |
| 39 | CC(Oc1ccc2c3c(c(=O)oc2c1)CCCC3)C(=O)NCCCn1ccnc1 (stereo not given) | 0 | -3 | 1.0 | -3 | -5 | -1 | 3 | -3 | 1 |
| 40 | CCN(CC)C(=O)c1sc2c(c1C)c(=O)n(-c1ccc(C)c(C)c1)c(=O)n2CC(=O)NCC1CCCO1 (stereo not given) | 8 | 3 | -0.9 | -7 | 8 | 0 | 0 | -2 | 8 |
| 41 | O=C(NCCc1ccccc1)C1CCN(C(=O)Nc2ccccc2)CC1 | 0 | -5 | 3.8 | -9 | 8 | -4 | 1 | 2 | 12 |
| 42 | CN(C1=NC(=O)C(CC(=O)Nc2ccc(Br)cc2)S1)c1ccc(O)cc1 (stereo not given) | -2 | 2 | -0.8 | -13 | 32 | -6 | -6 | -5 | 15 |
| 43 | COc1ccccc1CNS(=O)(=O)c1cc(C(=O)NCc2ccccn2)c(Cl)cc1Cl | 4 | 34 | 0.9 | 18 | -22 | -5 | -3 | -4 | 16 |
| 44 | CCCCn1c(N)c(N(CCC(C)C)C(=O)c2ccc3c(c2)OCO3)c(=O)[nH]c1=O | 9 | 23 | 0.0 | 62* | 16 | -4 | -1 | -1 | 10 |
| 45 | CSc1nc(N2CCOCC2)c2c(c1C#N)CCCCC2 | 7 | 6 | -0.6 | 20 | 1 | -5 | 0 | -7 | 10 |

(listing goes on)
| entry | Compound | TIM10 inh | tim10-1 inh | UPR CHOP act | tim23-1 inh | Mdm2-MdmX inh | APJ ag | NR3A LBD binder | UPR XBP1 act | NALP3 yeast inh |
| --- | --- | --- | --- | --- | --- | --- | --- | --- | --- | --- |
| 46 | CN(CC(=O)N1CCc2ccccc2C1)S(=O)(=O)c1ccc2c(c1)c(=O)n(C)c(=O)n2C | -8 | 9 | 0.1 | 12 | 16 | 0 | -2 | 3 | -6 |
| 47 | O=C(OCC#CCSc1nnc(-c2ccc([N+](=O)[O-])cc2)o1)c1cccs1 | 41* | 36 | -0.6 | 22 | 32 | 2 | 1 | -3 | 15 |
| 48 | O=C(NCCN1CCOCC1)C1CCN(Cc2ccccc2O)CC1 | 7 | 1 | -1.1 | 0 | 28 | -3 | 0 | -1 | 16 |
| 49 | O=C(CCSc1ccccc1)NCCSCc1ccccc1 | 13 | 22 | 1.8 | 27 | 0 | -2 | 0 | 2 | 31 |
| 50 | C=CCSc1nc2[nH]ncc2c(=O)[nH]1 | 5 | 7 | -1.1 | 1 | -38 | -4 | -2 | 0 | 11 |
| 51 | Cc1ccc(CSc2nnc(-c3ccncc3)n2C)cc1 | -3 | 6 | 1.2 | 20 | 18 | 3 | -1 | -2 | 20 |
| 52 | O=C(c1ccc(N2C(=O)C3CC=C(Cl)CC3C2=O)cc1)N1CCOCC1 (stereo not given) | 4 | 0 | 1.7 | 5 | 11 | -1 | -5 | 2 | 15 |
| 53 | COc1cc(NC(=O)COc2ccccc2Cl)ccc1NC(=O)c1cccs1 | 2 | -12 | 3.9 | -1 | 17 | 4 | -8 | 6 | 16 |
| 54 | CCN(C(=O)Nc1cccc(Cl)c1)c1ccccc1 | 8 | 14 | 0.3 | 23 | 10 | -3 | 0 | -2 | 11 |
| 55 | O=C(O)C1=CC[C@@H](c2ccc(Cl)cc2)N(S(=O)(=O)c2ccc(Cl)cc2)C1 | -10 | 0 | 1.3 | -2 | 5 | -5 | 3 | 0 | 4 |
| 56 | Cc1cc(C(=O)N/N=C/c2ccc(N3CCOCC3)cc2)c(C)o1 | 16 | 3 | 3.6 | 14 | 10 | -2 | -1 | 0 | 11 |
